HDAC3 inhib – HDAC3 deacetylase inhibitors, primary screen, biochemical, fluorescence, cell-free homogeneous; inhibition, % at 8.3 µM; recombinant HDAC3, fluorogenic peptide/trypsin coupled; 0.15% of 320,000 active; Histone deacetylase 3 (Homo sapiens), O15379; in the data active means inhibition above about 26%, passing the limit was not always enough; inconclusive means no clear call, values can overlap the other calls
Target sequence (O15379 whole entry, looked up): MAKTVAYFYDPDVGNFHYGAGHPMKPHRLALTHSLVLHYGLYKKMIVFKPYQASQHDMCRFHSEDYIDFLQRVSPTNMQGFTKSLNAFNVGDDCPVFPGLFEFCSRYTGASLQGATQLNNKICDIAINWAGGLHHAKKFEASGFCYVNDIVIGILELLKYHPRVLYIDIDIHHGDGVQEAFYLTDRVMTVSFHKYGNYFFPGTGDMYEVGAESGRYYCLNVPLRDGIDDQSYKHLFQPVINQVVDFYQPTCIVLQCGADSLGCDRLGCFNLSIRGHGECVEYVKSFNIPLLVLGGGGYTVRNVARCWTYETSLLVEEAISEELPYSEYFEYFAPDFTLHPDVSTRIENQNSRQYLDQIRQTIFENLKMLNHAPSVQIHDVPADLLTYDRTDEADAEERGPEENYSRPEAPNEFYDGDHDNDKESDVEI
AI-2 QS modul – Vibrio harveyi AI-2 quorum sensing modulators, primary screen, JMH597 strain, luminescence/OD600 ratio; Vibrio harveyi JMH597 AI-2 luminescence/OD600 ratio, 9 h; stronger effect = lower value; strain lacks LuxN and CqsS sensors; 0 = neutral-control median; activity change, % at 7.5 µM; 0.4% of 300,000 active; in the data active means activity change below about -75%, passing the limit was not always enough; inconclusive means no clear call, values can overlap the other calls;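 further: luminescence divided by OD600 gain over 9 h not by final OD600 alone; inactives centre near 13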
HSP90 inh – HSP90 inhibitors, primary screen, cell lysate, luminescence; inhibition, % at 5.6 µM; 0.91% of 290,000 active; AID 1789, 2009; Rabbit reticulocyte lysate, luciferase refolding luminescence, 3 h; Heat shock protein HSP 90 (rabbit reticulocyte lysate; luciferase refolding);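 active means inhibition above the screen-wide mean plus 3 SD, computed separately per campaign, cut at about 16% in these data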;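 further: 0% = DMSO wells and 100% = 60 µM geldanamycin wells; inhibitors lower the luminescence because luciferase stays unfolded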
HSF1 inhib – HSF1 inhibitors in luciferase reporter cells, primary screen, cell-based, NIH3T3, luminescence; 0.77% of 300,000 active; NIH3T3-HGL HSE-luciferase, MG132-induced, luminescence 8 h; stronger effect = lower value; activity change, negative = inhibition, % at 7.5 µM (by protocol);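 active means more than half of replicate wells show activity change below -50%, luminescence cut by over half; inconclusive means some wells, but at most half, below -50%; inactive means no replicate well below -50%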;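 further: luciferase reports HSF-1 transcriptional activity via heat shock element; 0% = median of DMSO wells and -100% = zero luminescence signal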
KLF5 inh – KLF5 expression inhibitors, primary screen, DLD-1 cells, luminescence. inhibition, % at 5 µM. 0.23% of 290,000 active. AID 1700, 2009. DLD-1 KLF5 promoter-luciferase reporter;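 active means inhibition above a per-plate limit of that plate's mean compound inhibition plus 3 SD, cut at about 60% in these data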;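 further: 0% = DMSO wells and 100% = LY294002 at 200 µM; higher means less KLF5 promoter-driven luciferase light; inactives centre near -14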
Platelet DG rel – inhibitors of platelet dense granule secretion, primary screen, cell-based, MLPCN, human platelets | AID 1663, 2009 | human platelet-rich plasma, SFLLRN dense granule ATP release, luminescence | 0.22% of 300,000 active | inhibition, %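 (compounds screened at 7.5 µM in platelet-rich plasma)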;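 active means mean replicate score, as percent of positive control, at or above 50; inconclusive means mean below 50 but at least one replicate at or above 50; inactive means mean and every replicate below 50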
aSyn UTR inh – MLPCN primary screen, SNCA 5' untranslated region; alpha-synuclein 5'UTR reporter, inhibitor activity; inhibition, % (tested at 7.5 µM); 0.82% of 300,000 active; AID 1813, 2009; in the data active means inhibition above about 60%; inconclusive means no clear call, values can overlap the other calls;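 further: H4 neuroglioblastoma cells stably carrying SNCA 5'UTR luciferase fusion; 0% = DMSO wells and 100% = positive control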
IEC-6 cytotox – cytotoxicity in IEC-6 intestinal epithelial cells, primary screen, cytotoxicity control for KLF5 inhibitor project, cell-based, luminescence. inhibition, % at 5 µM. IEC-6 cytotoxicity, luminescence viability. 0.78% of 290,000 active; in the data active means inhibition above about 22%;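 further: 0% = plate median of test compound wells and 100% = cytotoxic reference compound wells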
HSF1 activator – HSF-1 activators, primary screen, NIH3T3-HGL cells, MG132 stress, luminescence, single point | NIH3T3-HGL HSF-1 luciferase reporter, 8 h; 100% = twice DMSO control signal | activation, % at 9 µM | 1.7% of 300,000 active;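 active means mean replicate activation of at least 50% with a set share of replicates each reaching 50%; inconclusive means only one of those two conditions met; inactive means mean below 50% and too few replicates reaching it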;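 further: 0% = median of the neutral control wells and 100% = twice that signal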
HIF activator – HIF pathway transcriptional activators, primary screen, cell-based, U2OS HRE-luciferase, luminescence | U2OS HRE-luciferase reporter; normalized: DMSO 0%, desferrioxamine 100% | activation, % at 7.5 µM (by protocol) | 0.32% of 300,000 active;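 active means mean activation of at least 10% of the iron chelator positive control signal, with at least half of replicates also reaching 10%; inconclusive means mean and replicate majority disagree about reaching 10%; inactive means mean and most replicates under 10%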
Starred values were filed as active, the others as inactive; u = inconclusive; x = no result given. The order is random; about 5% have a hit in one of these screens.

cpd	Molecule	HSF1 inhib	HIF activator	AI-2 QS modul	HSF1 activator	HSP90 inh	KLF5 inh	aSyn UTR inh	HDAC3 inhib	IEC-6 cytotox	Platelet DG rel
1	Cc1ccc(S(=O)(=O)N2CCN(C(=O)CN3CCCCC3)C2)cc1	-5	-0.2	18	3	2	-26	2	3	-1	0
2	COCc1c(C(=O)N/N=C/c2c[nH]c3ccccc23)nnn1-c1nonc1N	-8	0.3	-7	-2	4	0	33	5	10	-1
3	Cc1cc(C(C)(C)C)c(O)c(C(C)(C)C)c1	-4	0.3	-2	1	-3	6	-2	2	-1	-6
4	O=C(Oc1ccccc1OC(=O)N1CCOCC1)N1CCOCC1	-8	-0.4	26	10	-1	-59	-12	1	2	x
5	Cc1nn2cc(-c3ccccc3)nc2s1	8	-1.2	23	35	7	-65	-21	3	5	-27
6	O=C1OC(c2ccccc2)=N/C1=C\C=C\c1ccccc1[N+](=O)[O-]	-4	-0.1	17	18	2	-14	-23	3	-1	12
7	O=C(COC(=O)CCSc1ccccc1)NCc1ccccc1	-21	0.0	23	-19	3	11	-13	-6	0	-1
8	Fc1ccc(N/N=C2/CC(c3ccccc3)Oc3ccccc32)c(F)c1 (stereo unspecified)	-14	0.7	3	-14	2	-26	-56	-2	-7	-16
9	CCOC(=O)CC1C(=O)NC2CCCCC2N1C(=O)Nc1ccc(Cl)cc1 (stereo unspecified)	2	0.6	6	26	6	-19	-46	6	-3	6
10	CCOC(=O)C(c1ccccc1)N1CCN(c2ccc(OC)cc2)CC1 (stereo unspecified)	6	-0.4	1	-13	1	-28	5	0	-5	0
11	CCCc1nc2cc3c(cc2[nH]1)n(C)c(=O)n3C	2	0.4	20	1	-1	-11	-3	-1	0	16
12	S=c1[nH]nc(CCc2ccccc2)n1-c1ccc(Cl)cc1	16	0.9	6	33	4	0	18	5	-6	-1
13	O=C(CCCCCN1C(=O)c2ccccc2C1=O)Nc1ccc2c(c1)OCCO2	-2	u	2	-19	5	-27	-13	u	1	2
14	Cc1cc(OCC(=O)NNC(=O)c2ccncc2)cc(C)c1Cl	x	x	17	x	-2	-32	x	1	2	x
15	NC(=O)c1ccc(NC(=O)COC(=O)/C=C/c2cccs2)cc1	-2	-0.9	9	18	-2	-17	-3	4	-11	0
16	O=C(Cn1cnc2ccccc21)N1CCN(S(=O)(=O)c2ccccc2)CC1	-6	-0.3	-16	-9	0	-8	-24	-2	-7	-3
17	COC(=O)c1cc2oc3ccccc3c2n1Cc1ccccn1	3	2.8	0	3	-2	10	-3	-4	-4	21
18	COc1ccc(OC)c(NC(=O)C2CCCCC2)c1	-5	-0.2	-1	-4	1	-11	3	0	0	-6
19	CCOc1ccccc1N1CC(C(=O)N(CC)CC(=O)Nc2ccc3c(c2)OCCO3)CC1=O (stereo unspecified)	-1	-0.3	19	-10	x	x	6	-3	x	16
20	CC(=O)Nc1ccc(NC(=O)CCCN2C(=O)c3ccccc3C2=O)cc1	-4	-0.4	19	-6	-1	-27	10	1	5	1
21	CCOC(=O)c1c(NC(=O)c2cccs2)sc(C(=O)N(C)C)c1C	-2	-2.7	14	-2	-1	-11	31	4	3	4
22	O=C(CN1CCCN(Cc2ccc(F)cc2)S1(=O)=O)NC1CCCC1	2	0.1	13	5	-4	-10	-13	6	0	-3
23	CN(C)c1cc(N/N=C\c2ccccc2)nc(N(C)C)n1	0	0.5	-25	14	4	-4	-28	13	8	0
24	COc1cc(/C=C/C(=O)OCC(=O)N(C)C2CCS(=O)(=O)C2)ccc1OC(F)F (stereo unspecified)	0	-0.5	11	7	0	-20	-3	-7	-2	-15
25	Nc1cc(C(=O)OCC(=O)NNC(=O)c2ccccc2)ccc1Cl	2	0.2	20	4	x	x	15	-4	x	-1
26	NNC(=O)c1cc2cc(Oc3ccccc3)ccc2[nH]1	1	-0.9	13	20	-4	-37	41	-7	5	7
27	Cn1cc(SCC(=O)N2CCOCC2)c2ccccc21	-1	0.4	14	3	-3	-43	0	-2	4	17
28	CCc1cc(=O)oc2c(C)c(OC(C)C(=O)N3CC[C@@]4(O)CCCC[C@H]4C3)ccc12 (stereo partly specified)	-4	0.1	21	1	-5	1	28	-3	1	2
29	CC(C)(C)n1ncc2c(=O)n(Cc3ccc(Cl)c(Cl)c3)cnc21	-6	-1.2	8	-4	0	-14	18	-6	0	11
30	Cc1ccc2c(c1)C(SCC(=O)NCCc1ccccc1)CC1(CCCC1)O2 (stereo unspecified)	-6	-0.4	-2	9	4	-23	27	1	5	-8
31	CN(CC(=O)Nc1ccccc1C(F)(F)F)C(=O)c1cc2c(s1)CCCCC2	8	0.6	-15	0	x	x	-10	-2	x	-13
32	CCn1c(C)cc(/C=C2\NC(=O)N(CC(=O)Nc3ccc(F)cc3)C2=O)c1C	-6	-0.4	27	-5	2	-36	23	10	5	5
33	CCOCCCNC(=O)c1ccc2c(c1)N(CC)C(=O)c1ccccc1S2=O (stereo unspecified)	-9	1.4	18	-4	-3	6	12	3	-2	3
34	CCCCCCCCNC(=O)c1cccnc1SCC(=O)Nc1ccc(OC)cc1OC	-1	0.5	9	1	5	-23	20	-3	-3	-2
35	CCCSc1ccc2nc(NC(=O)OC)[nH]c2c1	-1	2.8	22	1	-1	76*	18	-9	80*	2
36	COc1ccc(C2OC(=O)CC2C(=O)NCc2ccc(Cl)cc2)cc1OC (stereo unspecified)	13	1.5	33	25	0	-103	-78	7	1	-9
37	CC(C)N1CC23C=CC(O2)C(C(=O)OCc2ccccc2)C3C1=O (stereo unspecified)	0	0.1	16	3	0	-3	-8	2	-1	1
38	Cc1c(Cl)cccc1-n1c(SCC(=O)N(C)Cc2ccccc2)nnc1-c1ccncc1	-9	0.6	5	-25	0	-4	-3	1	2	-1
39	COc1ccccc1/C=C/C(=O)NC(=S)NCC1CCCO1 (stereo unspecified)	-6	0.3	-52	-22	-1	-21	-27	-1	8	1
40	Cn1c(=O)c2c(nc(N3CCc4ccccc4C3)n2C)n(C)c1=O	1	-11	4	-4	-1	-15	0	9	-7	8

Three entries out of the list above, ordered by the number in HSF1 activator, descending:
| nr | Structure | HSF1 activator |
| --- | --- | --- |
| 23 | CN(C)c1cc(N/N=C\c2ccccc2)nc(N(C)C)n1 | 14 |
| 24 | COc1cc(/C=C/C(=O)OCC(=O)N(C)C2CCS(=O)(=O)C2)ccc1OC(F)F (stereo unspecified) | 7 |
| 35 | CCCSc1ccc2nc(NC(=O)OC)[nH]c2c1 | 1 |

(list continues)
cpd	Molecule	HSF1 inhib	HIF activator	AI-2 QS modul	HSF1 activator	HSP90 inh	KLF5 inh	aSyn UTR inh	HDAC3 inhib	IEC-6 cytotox	Platelet DG rel
41	C=C(C)C1CC=C(C)/C(=N/NC(=O)c2cccc([N+](=O)[O-])c2)C1 (stereo unspecified)	-2	0.2	25	11	8	-37	-34	0	1	0
42	CCCN1CCC(NC(=O)Cc2ccccc2OC)CC1	-7	-0.9	17	1	-2	-34	0	-2	-9	6
43	O=C(CSc1nc(N2CCCCC2)nc(N2CCCCC2)n1)c1ccccc1	5	0.1	33	24	-2	-22	10	1	-6	7
44	NC(=O)C1CCN(C2CC(=O)N(c3cccc(F)c3)C2=O)CC1 (stereo unspecified)	-7	-0.3	16	7	1	-26	10	-1	0	-52
45	c1ccc(N2N=C(c3cccs3)CC2c2ccco2)cc1 (stereo unspecified)	24	0.9	16	u	-6	-6	6	-3	-4	-1
46	Cc1ccc(C(=O)NCC(=O)N2CCC(Cc3ccccc3)CC2)cc1	-8	1.3	21	4	1	-10	-12	1	4	-2
47	NC(=O)c1ccc(N2CCN(c3ccc(O)cc3)CC2)c([N+](=O)[O-])c1	-10	-0.1	14	-23	0	-20	19	10	1	4
48	O=c1cc(-c2ccccc2F)oc2ccccc12	21	4.3	3	29	-4	-86	-111	4	5	-1
49	O=C1c2ccccc2NC(c2ccccc2O)N1NS(=O)(=O)c1ccccc1 (stereo unspecified)	2	0.0	32	7	-1	-9	-64	-1	-6	-1
50	CCOc1ccccc1N(CC(=O)NCC1CCCO1)C(=O)CCC(=O)Nc1ccccn1 (stereo unspecified)	-6	-0.1	17	19	3	2	-8	x	-5	10
51	NC(=O)Cn1cnc2nc3n(c2c1=O)CCC3	1	2.1	10	-8	-1	-24	19	1	-3	4
52	CCOc1ccc(C(=O)NC(=S)Nc2cccc(NC(=O)c3ccco3)c2)cc1[N+](=O)[O-]	-5	u	12	-21	-4	-15	-2	2	-4	-2
53	CCOCc1cn(CC(=O)c2ccc(Cl)cc2)c(C)nc1=N	0	0.0	5	21	-2	-37	3	2	-3	-1
54	O=C(Nc1ccc(N2CCOCC2)cc1Cl)C1CCN(C(=O)OCc2ccccc2)CC1	-6	-0.9	23	-4	3	-25	13	-1	11	6
55	COc1cccc(/C=C2\SC(=O)N(CCC(=O)NCCCn3ccnc3)C2=O)c1	4	0.1	7	0	-4	-14	-11	5	0	-2

One compound at a time, from the list above. Values in the order: HSF1 inhib, HIF activator, AI-2 QS modul, HSF1 activator, HSP90 inh, KLF5 inh, aSyn UTR inh, HDAC3 inhib, IEC-6 cytotox, Platelet DG rel
Shown for Fc1ccc(N/N=C2/CC(c3ccccc3)Oc3ccccc32)c(F)c1 (stereo unspecified) = -14, 0.7, 3, -14, 2, -26, -56, -2, -7, -16
Shown for O=C1OC(c2ccccc2)=N/C1=C\C=C\c1ccccc1[N+](=O)[O-] = -4, -0.1, 17, 18, 2, -14, -23, 3, -1, 12
Shown for Cc1ccc(C(=O)NCC(=O)N2CCC(Cc3ccccc3)CC2)cc1 = -8, 1.3, 21, 4, 1, -10, -12, 1, 4, -2

4 of the compounds above, in transposed form.
43. O=C(CSc1nc(N2CCCCC2)nc(N2CCCCC2)n1)c1ccccc1
44. NC(=O)C1CCN(C2CC(=O)N(c3cccc(F)c3)C2=O)CC1 (stereo unspecified)
45. c1ccc(N2N=C(c3cccs3)CC2c2ccco2)cc1 (stereo unspecified)
46. Cc1ccc(C(=O)NCC(=O)N2CCC(Cc3ccccc3)CC2)cc1

entry no.	43	44	45	46
HSF1 inhib	5	-7	24	-8
HIF activator	0.1	-0.3	0.9	1.3
AI-2 QS modul	33	16	16	21
HSF1 activator	24	7	u	4
HSP90 inh	-2	1	-6	1
KLF5 inh	-22	-26	-6	-10
aSyn UTR inh	10	10	6	-12
HDAC3 inhib	1	-1	-3	1
IEC-6 cytotox	-6	0	-4	4
Platelet DG rel	7	-52	-1	-2
